GAA glycogen: inhibitors or activators of human alpha-glucosidase glycogen cleavage; P10253; recombinant GAA, glycogen substrate, Amplex Red glucose oxidase fluorescence; Potency, µM (top dose mostly 76.4 µM), for inactives: at the top dose activity change, negative = inhibition, usual class: inhibitors; hit rate 0.38% among 300,000; AID 2100;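 also: 0% = full enzyme reaction and -100% = no-enzyme basal signal; the screen sought inhibitors and activators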
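Natural-substrate format: glycogen cleavage by 4 nM human enzyme, glucose read by Amplex Red coupling (Ex 573, Em 610 nm). Normalized to enzyme and no-enzyme controls.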
aGal spleen mod: inhibitors or activators of human alpha-galactosidase in spleen homogenate; P06280; human spleen homogenate, 4MU-alpha-Gal fluorescence, 40 min; Potency, µM (highest dose often 80 µM), for the others: at the top dose activity change, negative = inhibition, usual class: inhibitors; hit rate 0.008% among 240,000; AID 2107;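 also: 0% = enzyme with vehicle and -100% = no enzyme basal signal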
Target sequence (P06280 32-429 limits assumed): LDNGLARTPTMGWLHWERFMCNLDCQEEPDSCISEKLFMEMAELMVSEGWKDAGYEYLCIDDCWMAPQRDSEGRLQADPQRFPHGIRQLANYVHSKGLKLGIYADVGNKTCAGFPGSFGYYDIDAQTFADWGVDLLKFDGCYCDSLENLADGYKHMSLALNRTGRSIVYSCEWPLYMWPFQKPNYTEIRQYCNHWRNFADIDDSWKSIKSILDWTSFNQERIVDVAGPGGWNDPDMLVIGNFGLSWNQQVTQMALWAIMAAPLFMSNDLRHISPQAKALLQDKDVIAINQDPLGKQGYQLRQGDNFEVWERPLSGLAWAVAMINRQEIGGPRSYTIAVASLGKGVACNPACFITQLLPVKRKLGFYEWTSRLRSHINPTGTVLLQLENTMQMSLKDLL
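Spleen homogenate 1 ug + cpd (titration) + 4-MU-alpha-D-galactopyranoside 1 mM; 37C 40 min; 50 mM citrate/phosphate pH 5.0, 0.01% Tween-20; stop pH 10; fluorescence 365/440; AC50 via Hill.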
Tau fibril ThT: inhibitors of human tau fibril formation, thioflavin T binding; P10636; recombinant tau K18 P301L, heparin-induced fibrillization, ThT fluorescence; Potency, µM (highest dose often 57.4 µM), for the others: at the top dose activity, negative = inhibition, hits mostly inhibitors; hit rate 2.1% among 270,000; also: % is scaled to controls: 0 for no effect and ±100 for the full control effect; nearly all actives have a fitted effect of over 55% in size
Target sequence (P10636 561-689 P618L limits assumed): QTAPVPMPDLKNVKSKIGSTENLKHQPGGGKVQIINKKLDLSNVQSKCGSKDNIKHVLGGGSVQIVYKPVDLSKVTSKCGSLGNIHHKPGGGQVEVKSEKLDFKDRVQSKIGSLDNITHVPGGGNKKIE
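Tau K18 P301L fragment (15 uM unlabeled plus 0.24 uM Alexa 594-labeled) in 100 mM sodium acetate pH 7 with compound, fibrillization induced by 20 uM heparin for 6 hr at 37 C. Thioflavin T (30 uM) added, fluorescence read after 1 hr (ex 450, em 510 nm).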
HTT ATP protect: cytoprotection in Huntington HTT-Q103 PC12 cell model; PC12 HTT-Q103 induced, cytoprotection, ATP luminescence, 40 h; Potency, µM (highest dose often 56.4 µM), for inactives: cytoprotection (ATP increase), most hits filed as activators; hit rate 0.14% among 230,000; AID 1471;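 also: % of control where 0% means no effect; nearly all actives have a fitted effect of over 45% in size; toxic huntingtin expression switched on by the ecdysone agonist tebufenozide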
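Quantitative HTS on tebufenozide-induced (100 nM) PC12 cells expressing HTTQ103 exon 1–GFP; compounds tested as a concentration series; survival measured via cellular ATP.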
Tau fluor cs: counter-screen for tau fibril formation inhibitors | Potency, µM (doses to about 57.7 µM), without a hit: top-dose activity change, negative = decrease | hit rate 0.93% among 280,000 | tau K18 P301L Alexa594 fluorescence, heparin fibrillization; also: % is scaled to controls: 0 for no effect and ±100 for the full control effect; nearly all actives have a fitted effect of over 55% in size
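Human tau K18 P301L (15 uM unlabeled, 0.24 uM Alexa 594-labeled) in 100 mM sodium acetate pH 7 with 20 uM heparin, 6 hr at 37 C. ThT 30 uM added, 1 hr ambient; Alexa 594 FP and total fluorescence read at 555/632 nm.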
GAA inhib: alpha-glucosidase (human) inhibition | P10253 | purified human GAA, 4-MU-alpha-glucoside fluorescence | Potency, µM (series often up to 76.9 µM), without a hit: at the highest dose activity change, negative = inhibition, hits mostly inhibitors | hit rate 0.005% among 200,000;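 also: plate controls were uninhibited enzyme wells for no effect and no-enzyme background for full effect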
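Activity normalized between no-enzyme (basal) and enzyme-only wells. Conditions: 4 nM human enzyme, 400 uM fluorogenic substrate, citrate/phosphate pH 5.0 with Tween-20, 20 min room temperature, compounds up to 77 uM.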
aGlu spleen mod: inhibitors or activators of human alpha-glucosidase in spleen homogenate. Potency, µM (titrated, usually from 79.9 µM), for the others: at the highest dose activity change, negative = inhibition, hits mostly inhibitors. AID 2112. hit rate 0.006% among 240,000. human spleen homogenate, 4-MU-alpha-glucoside fluorescence;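 also: 0% = enzyme with vehicle and -100% = no enzyme basal signal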
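Enzyme source: human spleen homogenate, 1 ug/well. Buffer 50 mM citric acid/K phosphate pH 5.0, 0.01% Tween-20. 4-MU-alpha-glucoside 1 mM; 37 C x 40 min; NaOH/glycine stop; fluorescence.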
Tau fibril FP: tau fibrillization inhibition (FP). hit rate 0.39% among 280,000. K18 P301L tau heparin fibrillization, Alexa594 FP, 6 h. Potency, µM (series often up to 57.7 µM), without a hit: at the top dose activity, negative = inhibition, hits mostly inhibitors; also: % is scaled to controls: 0 for no effect and ±100 for the full control effect; nearly all actives have a fitted effect of over 55% in size
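K18 P301L tau (15 uM unlabeled/0.24 uM Alexa 594-labeled, final) + compound + heparin 20 uM final; 100 mM NaOAc pH 7; 6 hr 37 C; ThT 30 uM final added, 1 hr RT; FP ex 555/em 632 nm.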
* hit, by the source's call; ? = inconclusive; . = not tested or not shown; & = joins results of further samples; [ ] = another dose, or the depositor's remark. Calls follow the shape of the dose curve; as a rule, active = well fitted curve in the direction sought with a large enough effect; inconclusive = small, poorly fitted or top-dose-only effect, or another doubt; inactive = no such curve, though single readings can be large; an effect the other way counts as inactive or inconclusive. Potency is read from the fitted curve at half-maximal effect.

compound	Tau fluor cs	GAA inhib	GAA glycogen	aGlu spleen mod	Tau fibril FP	aGal spleen mod	HTT ATP protect	Tau fibril ThT
Cc1cc(C(=O)C(=O)Nc2nncs2)c(C)n1-c1ccc(Cl)cc1	-6.2%	.	6.6%[76.3 µM]	.	4.7%	.	.	-2.8%
COc1ccc2c(c1)C(=O)[C@H](OC(=O)NCCc1ccc(OC)c(OC)c1)[C@@H](c1ccc(OC)c(Br)c1)O2	-19.0%	.	.	-1.1%	-4.2%	9.7%	?	-18.1%
CC(=O)C1=C(O)C(=O)N(Cc2ccccc2)C1c1cccs1 (configuration not stated)	-0.7%	?	0.7%	-2.7%	-1.9%	-0.6%	-1.9%	-4.0%
N/C(COc1ccc(F)cc1)=N\NC(=O)c1cccnc1Oc1ccccc1	-6.8%	-9.0%	-7.7%	1.2%	-4.8%	-3.7%	-17.1%	-11.3%
COc1ccc(CNCC(=O)Nc2cc(C)nn2-c2nc(C)cc(C)n2)cc1OC	1.3%	.	2.1%	0.0%	-1.1%	-4.0%	-43.5%&32.1%[inhibitor][10 µM]	-2.2%
Cc1cccc(CC(=O)N2CC(=O)Nc3ccc(C)cc3C2c2ccc(F)cc2)c1 (configuration not stated)	-17.5%	.	1.7%[76.3 µM]	.	2.4%	.	.	?
COc1ccc(-c2csc(-c3c(N)c(C(=O)c4ccccc4)n4ccccc34)n2)cc1	?	.	-5.4%[76.3 µM]	.	?	.	.	?
CCn1c(SCc2nnc(-c3ccccc3)o2)nnc1-c1ccc(S(=O)(=O)N2CCCC2)cc1	1.9%	?	1.0%	-8.9%	11.9%	-0.1%	5.3%[10 µM]	-2.3%
Cc1ccccc1NC(=O)c1cccc(Cn2cc(Br)c([N+](=O)[O-])n2)c1	-9.4%	-3.1%	2.7%	3.4%	-2.3%	2.7%	-17.2%	4.1%
C/C(CC(=O)Nc1cccc(C(F)(F)F)c1)=N\NC(=O)Cc1ccccc1	-4.1%	3.1%	2.7%	0.7%	-4.5%	6.4%	-9.1%	-1.4%
COc1ccc(C(=O)Nc2ncc3c(n2)CC(C)CC3=O)cc1 (configuration not stated)	-3.9%	11.7%	5.4%	0.8%	10.8%	-7.4%	-34.6%[inhibitor][1.9 µM]	-1.3%
CCn1c(C)nc2cc(C(=O)NNC(=O)CCC3CCCC3)ccc21	-0.4%	2.1%	20.7%	-0.2%	-5.1%	-14.7%	28.9%[10 µM]	-0.9%
COc1cccc(Nc2c3c(nc4nncn24)CCC3)c1	-2.4%	.	-6.7%[76.3 µM]	.	-1.7%	.	.	-1.5%
CN1C(=O)/C(=C2\SC(N3CCCCCC3)=NC2=O)c2ccccc21	?	-5.3%	-8.2%	-1.1%	10.5%	3.0%	-92.8%[inhibitor]	12.6µM*
O=C(NC1CS(=O)(=O)CC1NCc1ccco1)c1ccccc1 (configuration not stated)	10.7%	-5.1%	3.4%	-2.8%	9.5%	-1.0%	-7.6%	6.7%
Cc1ccc(NC(=O)C(NCc2ccccn2)c2ccccc2)cc1 (configuration not stated)	-12.6%	1.4%	6.0%	-4.3%	-9.6%	1.3%	-17.0%	-17.1%
CCOC(=O)/C(C#N)=C/c1cc(C)n(-c2ccc(Br)cc2)c1C	-8.1%	-0.7%	-12.9%	-5.1%	-6.7%	-2.1%	17.4%[10 µM]	-8.0%
CC(CCc1ccccc1)NC(=O)C1CCN(S(=O)(=O)N2CCOCC2)CC1 (configuration not stated)	-5.7%	-5.3%	1.1%	4.3%	2.8%	1.8%	.	-3.3%
Cc1cc(SCC(=O)N/N=C/c2ccc(O)c(O)c2O)c(C)cc1Br	14.1µM*[quencher]	2.6%	?	-2.5%	12.6µM*	4.1%	4.1%	7.94µM*
CCOC(=O)C1=C(C)N(C)C(C)=C(C(=O)OCC)C1c1ccccc1	-8.6%	?	-5.6%	4.4%	-5.2%	1.2%	-6.7%[10 µM]	-6.1%
CCN(CC)S(=O)(=O)c1ccc(NC(=O)COC(=O)c2ccc(NC(=O)CC#N)cc2)cc1	?	5.3%	-5.9%	2.6%	?	6.5%	-15.8%	4.3%
CSc1nnc(-c2cc[n+](C)cc2)n1CCO	3.8%	-5.7%	-2.5%	-0.9%	-5.3%	5.4%	-5.8%[10 µM]	-0.7%
CC[N+](CC)(CCNC(=O)C(=O)NCC[N+](CC)(CC)Cc1ccccc1Cl)Cc1ccccc1Cl	-12.2%&0.6%	.	.	-13.8%&4.0%	-1.2%&0.1%	1.6%&-5.7%	?	-9.0%&-0.3%
Cn1c(N)c(C(=O)COC(=O)CC2CC3CCC2C3)c(=O)n(C)c1=O (configuration not stated)	-8.6%	-9.6%	-1.8%	2.1%	-6.7%	4.9%	0.2%	-2.5%
O=C(COc1ccc(C(=S)N2CCOCC2)cc1)N1CCCC1	1.4%	0.0%	8.3%	-6.6%	-9.7%	-18.4%	?	12.5%
N#CNC(=Nc1cccc(Cl)c1)Oc1ccccc1	5.2%	.	2.6%	-8.8%	1.8%	-0.8%	11.5%[10 µM]	-4.2%
COc1ccc(C(=O)NNC(=O)C(Cc2ccc(O)cc2)NC(=O)c2ccccc2NC(=O)c2ccc(OC)cc2)cc1 (configuration not stated)	-29.0%	-5.5%	5.2%	7.6%	-3.3%	8.5%	-13.7%[10 µM]	-2.9%
OC1CCN(c2c3c(nc4cc(-c5ccc(Cl)cc5)nn24)CCC3)CC1	-12.2%	-3.7%	6.5%	-14.9%	0.9%	0.9%	-15.5%[10 µM]	-9.4%
CC(=O)c1cc(F)c(N2CCCCCC2)cc1C	1.2%	-5.4%	0.8%	3.2%	3.4%	-3.3%	15.1%[10 µM]	-1.3%
N#C/C(=C(/O)c1ccc(-c2cccc([N+](=O)[O-])c2)o1)c1nc2ccccc2s1	?	-6.2%	5.5%	-1.3%	9.8%	2.5%	-136.4%[inhibitor]	6.31µM*

Some of the entries so far, as labelled records:
Cn1c(N)c(C(=O)COC(=O)CC2CC3CCC2C3)c(=O)n(C)c1=O (configuration not stated)
  Tau fluor cs = -8.6%
  GAA inhib = -9.6%
  GAA glycogen = -1.8%
  aGlu spleen mod = 2.1%
  Tau fibril FP = -6.7%
  aGal spleen mod = 4.9%
  HTT ATP protect = 0.2%
  Tau fibril ThT = -2.5%
O=C(COc1ccc(C(=S)N2CCOCC2)cc1)N1CCCC1
  Tau fluor cs = 1.4%
  GAA inhib = 0.0%
  GAA glycogen = 8.3%
  aGlu spleen mod = -6.6%
  Tau fibril FP = -9.7%
  aGal spleen mod = -18.4%
  HTT ATP protect = ?
  Tau fibril ThT = 12.5%
N#CNC(=Nc1cccc(Cl)c1)Oc1ccccc1
  Tau fluor cs = 5.2%
  GAA inhib = .
  GAA glycogen = 2.6%
  aGlu spleen mod = -8.8%
  Tau fibril FP = 1.8%
  aGal spleen mod = -0.8%
  HTT ATP protect = 11.5%[10 µM]
  Tau fibril ThT = -4.2%

(more compounds)
compound	Tau fluor cs	GAA inhib	GAA glycogen	aGlu spleen mod	Tau fibril FP	aGal spleen mod	HTT ATP protect	Tau fibril ThT
Cn1c(SCc2ccc(Cl)cc2)nnc1-c1ccc2nonc2c1	-13.4%	.	8.8%	3.7%	-11.6%	-16.5%	4.6%[10 µM]	-15.6%
CC(=O)Nc1ccc(NC(=O)C(C)OC(=O)c2ccc3c(c2)OCCO3)cc1 (configuration not stated)	0.7%	.	-0.4%	-2.4%	3.6%	8.7%	4.2%[10 µM]	.
CCOC(=O)CCc1c(C)c2ccc(OCc3cc([N+](=O)[O-])ccc3OC)cc2oc1=O	-12.1%	-2.5%	3.0%	2.2%	-5.3%	8.1%	-11.3%	-6.6%
CCn1c(C)c(C(C)=O)c(N2CCN(C(c3ccccc3)c3ccccc3)CC2)nc1=S	2.6%	7.5%	4.9%	-1.2%	5.3%	1.7%	-17.0%	4.2%
CCOC(=O)C1=C(Cc2ccc(C)cc2)C(=O)c2ccccc2C1=O	?	0.9%	-26.1%	-1.9%	35.5µM*	3.1%	-46.9%[inhibitor]	15.8µM*
COc1ccc(CC(=O)NNC(=S)Nc2ccccc2)cc1Br	-13.5%	6.6%	?	0.4%	-4.4%	-0.6%	-47.5%[inhibitor]	-8.7%
Clc1cccc(N2CCN(CCNc3nc4ccccc4n4cnnc34)CC2)c1	-12.4%	-7.5%	0.7%	1.2%	4.3%	8.9%	5.4%[10 µM]	?
COc1ccc(CCNC(=O)CC(c2ccccc2)c2cccc(C)c2O)cc1OC (configuration not stated)	-20.2%	-5.7%	-16.4%	6.2%	4.4%	3.0%	4.0%	-8.2%
Nc1c(-c2ccc(Cl)cc2)nnn1-c1ccccc1	-1.4%	1.3%	-3.4%	-2.8%	8.2%	-3.0%	-27.5%[10 µM]	-12.8%
CC1CCCN(c2c(S(=O)(=O)c3ccccc3)cnc3ccc(Cl)cc23)C1 (configuration not stated)	-8.1%	.	-0.1%[76.3 µM]	.	-6.4%	.	.	-2.7%
CCOc1ccccc1NC(=O)C1CCN(S(=O)(=O)c2cccc3cccnc23)CC1	-10.9%	?	6.9%	-4.0%	-5.0%	-1.6%	-5.0%	-7.1%
Cc1cccc(OCCC(=O)Nc2ccc(F)c(F)c2)c1	-18.0%	-7.9%	-14.3%	-0.4%	-4.6%	-0.3%	.	-2.6%
COC(=O)c1ccc(NC(=S)NC2CCCCC2)cc1	-19.2%	-3.0%	-10.7%	4.5%	-6.6%	-11.8%	13.2%	-8.4%
COc1ccc(-c2nn(-c3ccccc3)cc2/C=N/NC(=O)c2cccc(S(=O)(=O)Nc3ccccc3Cl)c2)cc1	-17.9%	-11.2%	-2.9%	-13.5%	?	-14.1%	-0.1%[10 µM]	3.1%
O=C(COC(=O)CCC1CCCC1)Nc1ccc(Cl)cn1	-3.9%	-8.4%	-11.6%	8.4%	-6.4%	4.9%	-2.3%[10 µM]	-3.5%
O=C(CSc1nc2c(oc3ccccc32)c(=O)n1Cc1ccco1)Nc1ccccc1	-18.7%	.	-9.9%[76.3 µM]	.	-12.5%	.	.	-12.1%

Assay outcomes as filed in PubChem BioAssay.
